# High-throughput results (PubChem)
# NCI-60 one-dose screen, 48 h, at 10 µM unless noted. Numbers give growth in % (100 = growth as untreated, 0 = no growth, -100 = all killed).
# HL-60(TB) = HL-60(TB) leukemia cells | hit rate 9% among 78,000 | AID 1794776; active means growth percent below 10
# An asterisk follows results filed as active; & = joins results of further samples; [ ] = another dose, or the depositor's remark. Some of the compounds tested; rates above refer to the full screens.
SMILES,HL-60(TB)
Cc1cccc(NC(=O)CCCCC(=O)Nc2cccc(C)c2)c1,101
C#CCCCCCCCCC,89
Cc1ccc(S(=O)(=O)N(CCCc2c(C)nc(N)nc2N(C)C)c2ccccc2)cc1,96
NC(CSC(c1ccccc1)(c1ccccc1)c1cccc2ccccc12)C(=O)O (configuration not stated),88
Cc1ccc(-c2cc(-c3ccccn3)n(C=O)n2)cc1,117
CCCCCCCOc1c(C(=O)O)cccc1[N+](=O)[O-],68
COc1ccc(NC(=O)c2sc3nc4c(cc3c2N)C(O)CCC4)cc1 (configuration not stated),93
O=C1CC(Sc2n[nH]c(-c3ccncc3)n2)C(=O)N1c1ccc(Br)cc1 (configuration not stated),101
O=P(O)(O)OCC(O)CO (configuration not stated),98
CCOC(=O)/C=C(/OCC)C(=O)OCC,96
O=C(/C=C/c1ccccc1Cl)Nc1ncc(Cc2cc(Cl)ccc2Cl)s1,3.1*
CC(=O)Nc1ccc(-n2cnc3cc(-c4cccc(O)c4)ccc32)cc1,87
O=c1[nH]c(=O)n(Cc2ccc(B(O)O)cc2)cc1F,105
N#Cc1nc(-c2ccc(F)cc2)oc1S(=O)(=O)N1CCN(c2ccc(F)cc2)CC1,52
COC(=O)c1oc2c(F)c(-c3ccccc3)c(-c3ccccc3)c(-c3ccccc3)c2c1N,108
COc1cccc(/C=C(/C)c2ccc3cccc(OC)c3[o+]2)c1O,100
CCC(=O)NC1c2ccccc2Oc2ccccc21,93
O=[N+]([O-])c1ccccc1NCSc1ccc(Cl)cc1,66
C[C@H]1OC(=O)/C=C/C(=O)[C@@H](OC(=O)CCC(=O)O)CCCCCCCC[C@@H]1O,93
CCOC(=O)/C(C)=N\Nc1ccc([N+](=O)[O-])cc1,90
C=CCC(C(C)=O)C(=O)OCC (configuration not stated),143
CS(=O)(=O)c1ccc2c(c1)c1c(n2Cc2ccc(Cl)cc2)CCCC1,70
COc1ccc(C2NC(=O)C(Cl)c3c2sc2c(F)cccc32)cc1 (configuration not stated),105
O=C(Nc1ccccc1)OCC(CN1CCCCC1)OC(=O)Nc1ccccc1 (configuration not stated),95&69
CC1Cc2ccccc2N1C(=O)c1ccc(C(=O)c2ccccc2)cc1 (configuration not stated),-11*
NCCNc1nc(-c2ccccc2)nc2nc(-c3ccccc3)oc12,98
Nc1sc2c(c1-c1nnc(-c3ccc(Cl)cc3)o1)CCCC2,100
Cc1ccc(Nc2ccc([N+](=O)[O-])cc2)cc1,73
COc1ccc(C(=O)CSc2nnc(-c3ccc(-c4ccccc4)nc3C)o2)cc1,107
N=C(N)c1ccc(-c2cc(Cl)cc(Cl)c2)cn1,98
COc1ccc(-c2nc(SCC(C)C)nc(Nc3ccc(C)cc3)c2C#N)cc1,92
O=P(Cc1ccccc1)(c1ccccc1)c1ccccc1,89
CCN(CC)c1ccc(/C=C2\SC(=S)NC2=O)cc1,84
CC(=O)N1N=C(c2ccc(Oc3nnnn3-c3ccccc3)cc2)OC1c1ccc(Cl)cc1 (configuration not stated),94
O=C(O)CSCc1ccccc1,106
C/C(=C(/C)C1CC1CCNC1CCN(C(=O)OC(C)(C)C)CC1)c1ccccc1 (configuration not stated),91
COc1ccc(C(Cc2ccccc2)NC(C)CO)cc1 (configuration not stated),105
COc1cc(-c2nn(C(C)(C)C)cc2-c2ccnc(NCCCNS(=O)(=O)c3cccc4ccccc34)n2)ccc1Cl,43
COC(=O)c1c2c(c(C)[n+]([O-])c1C)C(=O)C(NCCCCO)=CC2=O,129
O=C(Oc1ccc(/C=C/c2cc(OC(=O)c3c(Cl)cccc3Cl)cc(OC(=O)c3c(Cl)cccc3Cl)c2)cc1)c1c(Cl)cccc1Cl,102

# Part of the list above in another layout.
> CCN(CC)c1ccc(/C=C2\SC(=S)NC2=O)cc1
  HL-60(TB) = 84
> CC(=O)N1N=C(c2ccc(Oc3nnnn3-c3ccccc3)cc2)OC1c1ccc(Cl)cc1 (configuration not stated)
  HL-60(TB) = 94
> O=C(O)CSCc1ccccc1
  HL-60(TB) = 106
> C/C(=C(/C)C1CC1CCNC1CCN(C(=O)OC(C)(C)C)CC1)c1ccccc1 (configuration not stated)
  HL-60(TB) = 91

# Following part
SMILES,HL-60(TB)
O=C(COC(=O)c1ccc([N+](=O)[O-])o1)Nc1cccc(Cl)c1Cl,85
O=C(O)Cc1cccc([N+](=O)[O-])c1,101
O=c1ccn2c(n1)OC1CC2OC1COC(c1ccccc1)(c1ccccc1)c1ccccc1 (configuration not stated),89[100 µM]
CC1=Nc2cnc(Nc3ccc(N4CCNCC4)cc3)nc2Nc2ccccc21,93
Nc1c2c(=O)n3c(nc2nn1-c1nc2ccc(Cl)cc2s1)-c1ccccc1Sc1ccccc1-3,85
CCOC(=O)C(C#N)N=Nc1ccccc1 (configuration not stated),92
Clc1ccc(C2CC(c3cccc(OCCCCOc4cccc(C5=NOC(c6ccc(Cl)cc6)C5)c4)c3)=NO2)cc1 (configuration not stated),90
C=C(C)C1CC[C@]2(C(=O)NCCCCCCCCN)CC[C@]3(C)C(=CC[C@@H]4[C@@]5(C)C[C@@H](CC#CC#CC[C@@H]6C[C@]7(C)[C@H]8CC=C9[C@H]%10[C@H](C(=C)C)CC[C@]%10(C(=O)NCCCCCCCCN)CC[C@@]9(C)[C@]8(C)CC[C@H]7C(C)(C)[C@H]6OC(C)=O)[C@H](OC(C)=O)C(C)(C)[C@@H]5CC[C@]43C)[C@@H]12 (some centres not stated),104
CC(=O)c1cccc(NC(=O)c2sc3nc4cc5c(cc4cc3c2N)OCCO5)c1,99
NC1N=C(SCC(=O)N2CCN(c3cc4c(cc3F)c(=O)c(C(=O)O)cn4C3CC3)CC2)NC(=O)/C1=C/c1ccc(Cl)cc1 (configuration not stated),102
Cc1nc(/N=C(N)/N=C(\N)c2ccccc2Cl)sc1C,71
COc1ccc2cc([C@H](C)C(=O)OC3CC(C)(C)N([O])C(C)(C)C3)ccc2c1,124
COc1ccc(N2CCN(c3cc(Nc4nc(-c5cc(OC)c(OC)c(OC)c5)cs4)nc(C)n3)CC2)cc1,71
CC(=O)Nc1cscc1NC(C)=O,97
O=[P@@]1(c2ccccc2)O[C@H](COCc2ccccc2)[C@@H](OCc2ccccc2)[C@H](OCc2ccccc2)[C@H]1O,99
COc1ccc2c(c1)CC/C(=C\c1ccccn1)C2=O,103
CC(=O)[C@@H]1CC[C@]2(C(N)=O)CC[C@]3(C)[C@H](CC[C@@H]4[C@@]5(C)CCC(=O)C(C)(C)[C@@H]5CC[C@]43C)[C@@H]12,90
C#C[C@H]1CCCCCC1O (some centres not stated),96
Cn1c(/C=C(\C#N)c2ccccc2)nc2c(N3CCOCC3)nc(Cl)nc21,-33*
COc1nccc2c(Nc3ccc(S(=O)(=O)Nc4cnc5ccccc5n4)cc3)nc(N)nc12,77

# Some of the entries above in another layout:
smiles | HL-60(TB)
CC(=O)Nc1cscc1NC(C)=O | 97
O=[P@@]1(c2ccccc2)O[C@H](COCc2ccccc2)[C@@H](OCc2ccccc2)[C@H](OCc2ccccc2)[C@H]1O | 99
COc1ccc2c(c1)CC/C(=C\c1ccccn1)C2=O | 103
CC(=O)[C@@H]1CC[C@]2(C(N)=O)CC[C@]3(C)[C@H](CC[C@@H]4[C@@]5(C)CCC(=O)C(C)(C)[C@@H]5CC[C@]43C)[C@@H]12 | 90

# Next structures follow.
SMILES,HL-60(TB)
CCOC(=O)C(=Cc1ccccc1)C(=O)OCC,90
N#Cc1ncc(-c2ccc(F)cc2)c(NC2CCCCCC2)n1,81
O=C/C=C/c1ccc([N+](=O)[O-])cc1Cl,83
COc1ccc(NC(=O)CSc2nnc(-c3cc(-c4ccccc4)nc4ccccc34)n2-c2ccccc2)cc1,105
NC(=N\N=C/Cc1ccccc1)/C(N)=N\N=C\Cc1ccccc1,71
Cc1ccc(C(=O)NCc2ccccc2)cc1,108
Cc1cnc2nc(-c3ccc(N(C)C)cc3)cn2c1,91
CCc1nnc(Nc2ccc(C)cc2)o1,109
CN(N=O)C(=O)N[C@@H]1[C@@H](O)[C@H](O)[C@@H](CO)O[C@@H]1O,100
O=P(O)(O)Cc1c(Cl)c(Cl)c(CP(=O)(O)O)c(Cl)c1Cl,120

# Quoted from the listing.
# Entry for O=P(O)(O)Cc1c(Cl)c(Cl)c(CP(=O)(O)O)c(Cl)c1Cl under HL-60(TB): 120
# Entry for CCc1nnc(Nc2ccc(C)cc2)o1 under HL-60(TB): 109
# Entry for Cc1cnc2nc(-c3ccc(N(C)C)cc3)cn2c1 under HL-60(TB): 91
# Entry for N#Cc1ncc(-c2ccc(F)cc2)c(NC2CCCCCC2)n1 under HL-60(TB): 81
# Entry for CN(N=O)C(=O)N[C@@H]1[C@@H](O)[C@H](O)[C@@H](CO)O[C@@H]1O under HL-60(TB): 100
# Entry for NC(=N\N=C/Cc1ccccc1)/C(N)=N\N=C\Cc1ccccc1 under HL-60(TB): 71
# Entry for CCOC(=O)C(=Cc1ccccc1)C(=O)OCC under HL-60(TB): 90

# More results follow.
SMILES,HL-60(TB)
Nc1ccccc1SC(CC(=O)c1ccccc1)c1c(Cl)cccc1Cl (configuration not stated),55
CN1CCN(Cn2nc(-c3cc(Cl)cc(Cl)c3Cl)n(/N=C/c3ccc(Cl)cc3)c2=S)CC1,-39*
CC(=O)Nc1ccc2c(c1)C[N+](C)(C1CCCCC1)CO2 (configuration not stated),100
Fc1ccc(F)c(-c2cnc3nonc3n2)c1,61
CCOC(=O)c1ccc(NC(=O)CCCNCC(C)C)cc1,101
O=C(Nc1ccc2ncnc(NNc3nc4ccccc4s3)c2c1)c1ccccc1,79
O=C1NC(c2ccccc2)N=C2C(c3ccc(Cl)cc3)=NOC12 (configuration not stated),101
c1ccc(OCC[P+](c2ccccc2)(c2ccccc2)c2ccccc2)cc1,-19*
COc1ccc(-c2[nH]ncc2C2NC(=O)c3sc4nc(C)cc(C)c4c3N2)cc1 (configuration not stated),106
O=C(Nc1ccc(-n2cc(-c3ccncc3)c(-c3ccc(O)c(Cl)c3)n2)cc1)Nc1ccc(Cl)c(C(F)(F)F)c1,-4.8*
COc1cc(-c2nc(-c3nc4ncccc4[nH]3)cc3c2[nH]c2ccccc23)cc(OC)c1OC,99
CCC(=O)OCCNC(=O)/C=C/c1ccc(OC)cc1,86
COc1ccc(CNNC(=O)Cc2ccccc2)c(OC)c1OC,116
CS(=O)(=O)n1ccc2nc(Cl)nc(Cl)c21,101
Cc1ccc2c(OCC(=O)N/N=C/c3ccc(N(C)C)cc3)cc(=O)[nH]c2c1,96
CC(=O)c1sc(Nc2nc(O)c(C3=c4cc(F)ccc4=NC3=O)s2)nc1C,92
N#C/C(=C\NC(=S)Nc1ccc(S(N)(=O)=O)cc1)C(=O)c1ccc2ccccc2c1,100
CCCCCSc1oc(-c2ccc(F)cc2)nc1S(=O)(=O)c1ccc(C)cc1,70
O=C(COc1ccc(Cl)cc1)N1N=C(c2ccc(Cl)cc2)CC1(O)c1cc(F)c(Cl)cc1Cl (configuration not stated),94
Cc1nc2ncc(C(=O)NNC(=O)c3ccccc3)c(=O)n2[nH]1,81
CC(=O)Oc1ccc(C(c2ccccc2)c2ccccc2C(=O)O)cc1 (configuration not stated),104
CC(=O)c1ccc(Cl)s1,61
C=CCn1c(C)nc2cc(Nc3nc(N)c4ccccc4n3)ccc21,97
c1ccc2sc(Cc3ccc4c(c3)OCO4)nc2c1,95
Cc1ccc(S(=O)(=O)Oc2ccc(-c3ccc(OS(=O)(=O)c4ccc(C)cc4)cc3)cc2)cc1,67
COc1ccc(OC(=O)OCc2ccccc2)cc1,105
Clc1ccc(-c2oc(-c3ccc(Cl)cc3)c3c2CC=CC3)cc1,95
Cc1ccc(C)c(C(=O)c2ccccc2C(=O)O)c1,125
COc1ccc(-c2nc(N=Nc3c(O)[nH]c4ccccc34)nc(N3CCOCC3)c2C#N)cc1,91
CCOC(=O)c1ccc(NC(C#N)=C(C#N)C#N)cc1,63
C[n+]1ccc(CCc2c[nH]c3ccccc23)cc1,91
CCCCCC(=O)Oc1ccc(/C(=C(/C)Cc2ccc(OC)cc2)c2ccc(OCCCN(C)C)cc2)cc1,62
C[N+]1(C)C2CC(OC(=O)[C@@H](CO)c3ccccc3)CC1C1OC12 (some centres not stated),110
CC1=CCC(OC(=O)C(C)(O)CCC(O)(C(=O)OC2(C)C=CC(O)(C(C)C)CC2)C(C)C)(C(C)C)CC1 (configuration not stated),110
CN1C(=O)N(C)C2(c3ccccc3)N(CC(=O)N3CCOCC3)C(=O)NC12c1ccccc1 (configuration not stated),99
C=CC(=O)OC1CCC(C(C)(C)CC)CC1 (configuration not stated),84
Brc1ccc2c(c1)C(c1c[nH]c3ccccc13)(c1c[nH]c3ccccc13)CCO2,61
N#CC(C#N)=C(N)c1n[nH]n2c1nc(=O)c1c3c(sc12)CCCC3,100
COc1ccc(-c2ccnc3c(-c4ccccc4)c(Nc4ccccc4)nn23)cc1,88
Cc1cc(C)c(C#N)c(OCC#N)n1,98

# The list goes on, overlapping the part above by 5 compounds.
SMILES,HL-60(TB)
C=CC(=O)OC1CCC(C(C)(C)CC)CC1 (configuration not stated),84
Brc1ccc2c(c1)C(c1c[nH]c3ccccc13)(c1c[nH]c3ccccc13)CCO2,61
N#CC(C#N)=C(N)c1n[nH]n2c1nc(=O)c1c3c(sc12)CCCC3,100
COc1ccc(-c2ccnc3c(-c4ccccc4)c(Nc4ccccc4)nn23)cc1,88
Cc1cc(C)c(C#N)c(OCC#N)n1,98
CCCCCC/C=C\C(=O)OC,116
CC1(C)CC[C@]2(C(=O)Nc3ccccn3)CC[C@]3(C)C(=CC[C@@H]4[C@@]5(C)CCC(=O)C(C)(C)[C@@H]5CC[C@]43C)[C@@H]2C1,102
CN(C)CCC(=O)c1ccc2ccccc2c1,48
C1CN=C2CCCN2C1,105
Cc1nc(Cl)nc(N)c1[N+](=O)[O-],96
N#Cc1nc(CC(=O)c2ccc(Cl)cc2Cl)c(CC(=O)c2ccc(Cl)cc2Cl)nc1C#N,103
CC(N)C(c1ccccc1)c1ccccc1 (configuration not stated),112
Nc1cc([N+](=O)[O-])ccc1Nc1ccc(O)cc1,72
S=C=Nc1cccc2ccccc12,97
Cn1c(=O)c2c(nc(NCc3ccccc3)n2CC(O)CN2CCN(Cc3ccccc3)CC2)n(C)c1=O (configuration not stated),92
CC1(C)OC2C(=O)C=C(COCc3ccccc3)C2O1 (configuration not stated),82
O=C(Nc1ccncc1F)c1cn(CC2CC2)c2ccccc12,100
